Bioassay records deposited in PubChem BioAssay by Sanford-Burnham Center for Chemical Genomics.
APOBEC3G inh – blocks human APOBEC3G single-stranded DNA deamination; hit rate 0.28% among 330,000; recombinant A3G, ssDNA deamination FAM/TAMRA fluorescence; inhibition, % at 20 µM; AID 493012; Q9HC16;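 active = inhibition of at least 40% at 20 µM, with no more than 30% in the related APOBEC3A deaminase screen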;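 also: plate controls were DMSO wells with A3G for no effect and wells lacking A3G enzyme for full effect; some compounds called inactive have numbers as strong as hits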
Target sequence (Q9HC16 whole entry, looked up): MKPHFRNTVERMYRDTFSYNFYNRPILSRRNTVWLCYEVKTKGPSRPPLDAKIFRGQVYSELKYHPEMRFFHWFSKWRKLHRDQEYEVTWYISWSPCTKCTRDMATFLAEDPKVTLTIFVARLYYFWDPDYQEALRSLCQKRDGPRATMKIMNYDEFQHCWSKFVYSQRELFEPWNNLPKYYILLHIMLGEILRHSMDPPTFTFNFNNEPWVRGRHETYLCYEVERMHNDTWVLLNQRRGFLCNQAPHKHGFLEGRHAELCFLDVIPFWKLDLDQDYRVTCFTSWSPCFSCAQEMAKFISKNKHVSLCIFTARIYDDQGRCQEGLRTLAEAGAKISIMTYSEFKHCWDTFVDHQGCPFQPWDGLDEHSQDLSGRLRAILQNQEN
hIAP activ – human IAP activation | P09923 | activation factor at 10 µM | purified human IAP, CDP-Star luminescence, 30 min; active compounds read high; 1 = vehicle-only enzyme, 0 = enzyme-free background | hit rate 0.16% among 330,000;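 active = activation factor of the enzyme at least 2-fold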; also: the source names both 10 and 20 µM as test concentration; values of inactives mirror those of a sister screen read the other way
NLRP3 yeast inh – inhibitors of NALP3 inflammasome in yeast. Yeast reconstituted NLRP3/ASC/caspase-1, beta-gal luminescence, 24 h. inhibition, % at 10 µM. hit rate 0.39% among 330,000. AID 2825;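 active = inhibition of 50% or more; inactive = inhibition below 50%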;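 also: plate controls were induced DMSO wells for no effect and uninduced yeast grown without galactose for full effect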
APOBEC3A inh – blocks human APOBEC3A ssDNA deamination. recombinant A3A, FAM/TAMRA ssDNA deamination fluorescence. inhibition, % at 20 µM. hit rate 0.41% among 330,000. AID 493011;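 active = at least 40% inhibition at 20 µM here, with at most 30% in a related deaminase screen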;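 also: plate controls were A3A with DMSO for no effect and wells lacking A3A enzyme for full effect; some results filed as inactive read as strong as hits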
Target sequence (P31941 whole entry, looked up): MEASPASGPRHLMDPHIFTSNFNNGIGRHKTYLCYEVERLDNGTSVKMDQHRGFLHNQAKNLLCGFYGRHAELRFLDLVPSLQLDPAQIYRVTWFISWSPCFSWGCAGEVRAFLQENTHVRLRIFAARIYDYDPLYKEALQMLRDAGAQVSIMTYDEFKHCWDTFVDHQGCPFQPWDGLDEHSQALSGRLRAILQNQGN
beta cell repl – MIN6 beta-cell proliferation induction | MIN6 cells proliferation, ATPlite luminescence, 48 h; cells starved in 0.2% serum; 100% = growth in 10% serum | proliferation, % at 10 µM | hit rate 0.29% among 330,000 | AID 2380;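 active = compounds whose signal lies at least 3.5 SD above the mean of all wells on their plate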;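 also: 0% = DMSO-treated cells in low-serum medium and 100% = 10% serum control; some compounds called inactive have numbers as strong as hits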
hIAP block – human IAP inhibition; P09923; purified IAP, CDP-Star luminescence, 30 min; inhibition, % at 10 µM; hit rate 0.12% among 330,000; AID 2544;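 active = inhibition reaching a set limit with compound at 10 µM in the primary screen, cut at about 35% in these data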;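 also: plate controls were DMSO wells with enzyme for no effect and no-enzyme buffer wells for full effect; values of inactives mirror those of a sister screen read the other way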
mIAP act – mouse IAP activation; muIAP, CDP-Star luminescence, 30 min; active compounds read high; 1 = vehicle-only enzyme signal, 0 = enzyme-free wells; activation factor at 10 µM; hit rate 0.24% among 330,000; AID 2805;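 active = activation factor of at least 2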; also: the source names both 10 and 20 µM as test concentration; values of inactives mirror those of a sister screen read the other way
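System: mouse IAP enzyme. Reagent: CDP-Star chemiluminescent phosphatase substrate. Benchmarks: DMSO wells, no-enzyme wells. Times: 30 min enzyme-substrate-compound incubation at room temperature. Detection: luminescence from enzymatic CDP-Star hydrolysis. Doses: test compounds delivered from DMSO solution.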
SENP1 FRET inh – inhibitors of human SENP1 SUMO protease catalytic domain. Q9P0U3. recombinant SENP1 catalytic domain, CyPet-SUMO1-YPet FRET cleavage. inhibition, % at 10 µM. hit rate 0.21% among 360,000;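 active = inhibition at least 30% at 10 µM, raw YFP signal under a set limit, fluorescence ratio 0.5 to 1.5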;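 also: 0% = enzyme with DMSO and 100% = no enzyme wells; some results filed as inactive read as strong as hits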
Target sequence (Q9P0U3 419-644 limits assumed): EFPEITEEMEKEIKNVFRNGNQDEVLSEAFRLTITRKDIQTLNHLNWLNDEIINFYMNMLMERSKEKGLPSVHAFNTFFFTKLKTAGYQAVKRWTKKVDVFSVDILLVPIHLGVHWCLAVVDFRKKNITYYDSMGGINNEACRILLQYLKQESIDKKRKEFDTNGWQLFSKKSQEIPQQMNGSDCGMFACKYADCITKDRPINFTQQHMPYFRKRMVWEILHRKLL
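Compound: 10 µM single point, 0.5% DMSO; Test system: hSENP1 catalytic domain, recombinant; Timing: 50 min reaction at room temperature; Technique: FRET, CFP and YFP emission; Control set: no-enzyme wells low, DMSO-plus-enzyme wells high control.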
mIAP block – blocks mouse intestinal alkaline phosphatase; purified mouse IAP, CDP-Star luminescence, 30 min; inhibition, % at 10 µM; hit rate 0.2% among 330,000;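 active = inhibition of at least 40% at 10 µM in the primary screen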;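 also: plate controls were DMSO with enzyme for no effect and no enzyme wells for full effect; values of inactives mirror those of a sister screen read the other way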
The depositor's hits bear a star; · = not tested or not shown. This is a subset; rates above refer to the full screens.

SMILES | APOBEC3G inh | hIAP activ | NLRP3 yeast inh | APOBEC3A inh | beta cell repl | hIAP block | mIAP act | SENP1 FRET inh | mIAP block
Cc1ccc(SCCNC(=O)c2cccc([N+](=O)[O-])c2C)cc1 | -7 | 1.1 | 22 | -5 | -2 | -14 | 0.96 | 2 | 4
Cc1cccc(NC(=O)c2ccccc2OCC(=O)N2CCOCC2)c1C | -5 | 0.95 | 10 | 1 | -2 | 5 | 0.93 | 1 | 7
Cn1c(COc2ccccc2O)[n+](C)c2ccccc21 | -5 | 1 | 1 | 0 | 2 | -1 | 1 | 0 | -2
CC(C)c1cc(N2CCN(C(=O)c3ccco3)CC2)n2c(nc3ccccc32)c1C#N | -5 | 1.2 | -5 | -2 | 5 | -19 | 1.4 | -45 | -39
COc1cccc(-n2c(CN3CCN(c4ccccc4)CC3)nc3ccc([N+](=O)[O-])cc3c2=O)c1 | -2 | 0.92 | 5 | -3 | 0 | 8 | 0.97 | -2 | 3
Cc1ccc(C2c3[nH]c4ccccc4c3C[C@H]3C(=O)N(c4ccccc4C(=O)N4CCC(C(=O)O)CC4)C(=O)N23)cc1 (stereo not given in full) | 17 | 1.1 | 20 | 1 | -2 | -14 | 0.97 | -28 | 2
Cc1ccc(S(=O)(=O)N2CCOCC2)cc1NC(=O)COc1ccc(C(=O)c2ccccc2)cc1 | -3 | 0.89 | -4 | -2 | 1 | 11 | 1.1 | -2 | -8
CC(C)c1ccc(NC2CCCN(C(=O)CCN3CCCCC3=O)C2)cc1 (stereo not given) | -5 | 1.1 | 10 | -3 | -4 | -13 | 1 | -1 | -5
Cc1cc(C)n2nc(CC(=O)NNC(=O)c3ccc(N(C)C)cc3)nc2n1 | -11 | 1.5 | -13 | -7 | 0 | -48 | 1 | 0 | -1
COc1ccc(NC(=O)Cn2nc3n(c2=S)CCC3)cc1 | 5 | 1.2 | 14 | 1 | -1 | -19 | 1 | 2 | -2
Cn1c(SCC(=O)Nc2ccc(Br)cc2)nc(O)cc1=O | -7 | 1 | 5 | -4 | -1 | -2 | 0.94 | 1 | 6
CCOC(=O)c1[nH]c(C)c(C(=O)NC2CCCCC2)c1C | 5 | 0.9 | 4 | -3 | 2 | 10 | 0.96 | -5 | 4
CC(=O)Nc1cccc(C(=O)OCC(=O)NCc2cc(C)c(O)c(C)c2)c1 | -9 | 0.96 | 10 | -2 | 2 | 4 | 0.95 | 4 | 5
O=C(CSc1nnc(COc2ccccc2)o1)NC1CC2CCC1C2 (stereo not given) | -2 | 0.98 | 7 | 2 | -2 | 2 | 1 | 1 | -2
CCOc1nc(NCCO)nc(NCCC2=CCCCC2)n1 | 4 | 0.91 | 6 | 4 | 0 | 9 | 1 | 3 | -2
O=C(NCCc1cccc(Cl)c1)c1cccnc1 | -4 | 1.1 | 11 | -1 | -2 | -12 | 1 | 2 | -1
Cc1ccc2c(c1)N(CC(=O)NCCCN1CCOCC1)C(=O)C(C(C)C)O2 (stereo not given) | -4 | 0.91 | 0 | -3 | -6 | 9 | 0.97 | 0 | 3
CCc1cc(C(=O)c2ccc(OC)cc2)c(NC(=O)CC(C)(C)CC(=O)O)s1 | -1 | 1 | 3 | 1 | -3 | -4 | 0.98 | 1 | 2
COc1ccc(C(CNC(=O)C(=O)NC2CCCCC2)N2CCN(C)CC2)cc1 (stereo not given) | 0 | 0.92 | 13 | 1 | -5 | 8 | 0.94 | 1 | 6
Cn1c(=O)c2c(nc(NCCOc3ccc(C(C)(C)C)cc3)n2C)n(C)c1=O | -4 | 1.1 | -3 | 0 | 0 | -7 | 0.99 | 4 | 1

Three of the compounds above, with two lines to a compound.
Order of results – APOBEC3G inh	hIAP activ	NLRP3 yeast inh	APOBEC3A inh	beta cell repl	hIAP block	mIAP act	SENP1 FRET inh	mIAP block
Cc1cc(C)n2nc(CC(=O)NNC(=O)c3ccc(N(C)C)cc3)nc2n1
→ -11	1.5	-13	-7	0	-48	1	0	-1
COc1ccc(NC(=O)Cn2nc3n(c2=S)CCC3)cc1
→ 5	1.2	14	1	-1	-19	1	2	-2
Cn1c(SCC(=O)Nc2ccc(Br)cc2)nc(O)cc1=O
→ -7	1	5	-4	-1	-2	0.94	1	6

The list continues:
SMILES | APOBEC3G inh | hIAP activ | NLRP3 yeast inh | APOBEC3A inh | beta cell repl | hIAP block | mIAP act | SENP1 FRET inh | mIAP block
Cc1ccc(C2=NN(CC(=O)NCc3cccnc3)C(=O)CC2)cc1 | 0 | 1.1 | 12 | 3 | 0 | -7 | 1 | · | -2
COc1ccc(Cl)cc1C(=O)NNC(=O)c1cccc(S(=O)(=O)N(C)C)c1 | 8 | 1.1 | 22 | -1 | 2 | -8 | 1 | 0 | -4
Cc1ccccc1NS(=O)(=O)c1cccc2nsnc12 | -6 | 0.94 | -14 | -4 | 2 | 6 | 1 | 2 | -2
CCOC(=O)C1CN(S(=O)(=O)c2cccc(C(F)(F)F)c2)c2cc(CC(=O)OC)ccc2O1 (stereo not given) | -5 | 0.95 | 10 | -4 | -2 | 5 | 1 | -1 | -1
Cc1c(Cl)cccc1NC(=O)CSc1nc(=O)n(CCCN2CCOCC2)c2c1CCC2 | -6 | 1.1 | 38 | -3 | 2 | -11 | 1 | 0 | -4
CC1=C/C(=C(/c2ccc(O)c(C)c2)c2ccccc2S(=O)(=O)O)C=CC1=O | 14 | 0.84 | 26 | 10 | -1 | 16 | 0.84 | 13 | 16
Cc1ccc(S(=O)(=O)NNC(=S)Nc2c(Cl)cccc2Cl)cc1 | -5 | 0.9 | 2 | -6 | -2 | 10 | 0.9 | 0 | 10
O=S(=O)(/N=C(/c1ccccc1)N1CCOCC1)c1ccc(F)cc1 | 2 | 1 | -1 | -9 | -2 | 0 | 1.1 | 2 | -8
CC(C)(C)OC(=O)C[C@@H]1C/C=C\C[C@@H](CC(=O)N(CCO)Cc2ccccc2)C(=O)NC[C@H](c2ccccc2)OC1=O | -8 | 1.3 | 4 | -5 | -2 | -26 | 1.1 | 1 | -14
COc1ccc(-n2cc(C(=O)c3cc4ccccc4oc3=O)c(C(C)=O)n2)cc1 | 2 | 1.3 | 21 | 4 | -5 | -30 | 1.1 | -8 | -13
O=C(CCC(=O)Nc1nnc(C2CCCCC2)s1)NCC1CCCO1 (stereo not given) | -4 | 1.1 | 8 | 0 | 0 | -15 | 1 | 0 | -4
Cc1ccc(C(=O)C(OC(=O)c2cnccn2)c2ccccc2)cc1C (stereo not given) | -1 | 1.1 | -21 | 12 | -1 | -5 | 1 | 2 | 0
O=C(CSc1ccc2c(c1)OCCO2)Nc1ccc2c(c1)OCO2 | -1 | 1.1 | 2 | 0 | 0 | -6 | 0.96 | 2 | 4
c1ccc(-c2csc(NNC3=NCCCCC3)n2)cc1 | -2 | 1.2 | 17 | -4 | -4 | -20 | 0.97 | 2 | 2
CCOC(=O)CN(C#N)c1nc(N(C)C)nc(N(C)C)n1 | -6 | 1 | -16 | -2 | 1 | 0 | 0.97 | 2 | 3
O=C(Nc1ccc(N2CCOCC2)c(Cl)c1)c1ccc(-n2cnnc2)cc1Cl | -1 | 1 | 12 | 2 | -1 | -2 | 1 | 0 | -1
Cc1[nH]nc2c1C(c1cccc(O)c1)C1=C(CC(C)(C)CC1=O)N2 (stereo not given) | -5 | 1.2 | 20 | -1 | -3 | -16 | 1 | -2 | -1
Cc1nnc2n1CCCCC2 | 0 | 1 | -4 | 3 | -2 | -2 | 1 | 1 | -1
COC1=CC(=O)c2ccccc2C1=O | -6 | 1.1 | -35 | 0 | -6 | -6 | 1.2 | 2 | -19
CCOP(=O)(OCC)C(Nc1cc(Cl)cc(Cl)c1)c1cccc(O)c1 (stereo not given) | -1 | 1 | 13 | 2 | -2 | -2 | 1.1 | 3 | -7
CC(=O)c1cccc(N=Cc2c(O)ccc3ccccc23)c1 | 4 | 1.2 | 13 | -8 | -3 | -21 | 0.91 | -36 | 9
CCCCOC(=O)c1ccc(-c2ccc(/C=N/NC(=S)NCC)o2)cc1 | 5 | 0.89 | 7 | 1 | -5 | 11 | 0.82 | -52 | 18
C[C@@]12CCC3[C@@](CCC4[C@@]3(C)CCC[C@@]4(C)C(=O)NC3CCCCC3)(CC1=O)C2 (stereo not given in full) | -3 | 1.1 | 48 | 2 | -5 | -6 | 0.97 | 17 | 3
Cc1cnc(CN2CCc3c([nH]c4ccccc34)C2C2CCCCC2)[nH]1 (stereo not given) | -7 | 1.2 | 12 | -2 | -4 | -24 | 1.2 | -30 | -17
COc1ccccc1N(C)S(=O)(=O)c1ccc(C(=O)OCC(=O)c2c[nH]c3ccccc23)cc1 | -2 | 0.93 | 1 | 12 | -3 | 7 | 0.96 | -5 | 4
COc1ccc(Oc2cc(C)c3ccccc3n2)cc1 | -1 | 0.75 | 34 | -2 | 0 | 25 | 1 | -1 | -3
O=C1c2ccccc2C(=O)N1CCCc1nc2ccccc2c(=O)n1Cc1ccco1 | 3 | 0.98 | 21 | 3 | -1 | 2 | 1.1 | 2 | -7
CC1=CC(=Nc2c(C)n(C)n(-c3ccccc3)c2=O)C=CC1=O | 15 | 0.94 | 6 | -4 | -6 | 6 | 1 | · | -1
COC(=O)c1ccc(CN2C(=O)c3ccccc3C2=O)cc1 | -5 | 1 | 29 | -5 | -2 | -4 | 1 | 1 | 0
CC1(C)NC(=O)N(CC(=O)OCC(=O)Nc2cc(S(=O)(=O)N3CCCCCC3)ccc2Cl)C1=O | -3 | 1.1 | -2 | -3 | 1 | -10 | 0.95 | -5 | 5
CCc1ccc(NS(=O)(=O)c2c(C)nc3sc(CC)nn3c2=O)cc1 | -12 | 1.2 | 12 | -6 | 0 | -22 | 1.2 | 2 | -16
CCC(=O)NNc1nc2c(C)c(C)ccc2s1 | -11 | 1.5 | 21 | 0 | -3 | -50 | 1 | -1 | 0
CCC(Oc1ccccc1)C(=O)Nc1ccccc1C(=O)N1CCN(C)CC1 (stereo not given) | -9 | 1.3 | 11 | -1 | 0 | -29 | 0.87 | 1 | 13
NC(=O)NC1NC(=O)NC1=O (stereo not given) | 6 | 1.1 | 11 | 1 | 1 | -11 | 0.97 | 3 | 3
Cc1ccc(NC(=O)COC(=O)c2ccc3c(c2)OCO3)c(C)c1 | -2 | 0.98 | 21 | 1 | -4 | 2 | 1 | 2 | -3
O=C(CCNC(=O)Cn1ccc2ccccc2c1=O)NCCN1CCN(c2cccc(Cl)c2)CC1 | 1 | 0.9 | 5 | 5 | -1 | 10 | 0.91 | -1 | 9
CCOc1cc2c(C#N)c(N3CCCCC3)nc(N)c2c(N)n1 | -1 | 0.84 | -4 | 0 | -1 | 16 | 0.9 | -49 | 10
Cc1cc(C)nc(N2CCC(C(=O)NNC(=O)c3ccccc3)CC2)n1 | 1 | 1 | 8 | 4 | 3 | -2 | 1 | 0 | -2
CCn1c(SCC(=O)NCc2ccccc2)nnc1-c1ccccc1O | -6 | 0.91 | 6 | 0 | -1 | 9 | 0.87 | 1 | 13
CCN(CC)c1ccc(N=C2C(=O)Nc3ccccc32)cc1 | 2 | 0.81 | 34 | -5 | -6 | 19 | 0.85 | 6 | 14
